Assay outcomes as filed in PubChem BioAssay.
bIAP inh: intestinal alkaline phosphatase (bovine) inhibition | inhibition, % at 20 µM | 190,000 tested, under 10 active | purified bovine IAP, CDP-star luminescence, 30 min;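 active means over 50% inhibition of intestinal alkaline phosphatase at 20 µM in the single-dose screen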
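System: Purified bovine intestinal alkaline phosphatase (IAP) enzyme | Input: IAP diluted 1/65,000,000 in the well | Also added: CDP-star chemiluminescent phosphatase substrate, 30 µM final | Dosing: 20 µM single dose | Times: Enzyme reaction for 30 min at room temperature | Detection: Luminescence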
PPARg SRC2 recr: PPARgamma-driven SRC-2 recruitment agonism | PPARgamma LBD-SRC-2 recruitment, biochemical | activation, % at 8 µM | P37231 | AID 1032 | actives 0.34% (n = 200,000); in the data active means activation above about 22%;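 further: 0% = vehicle and 100% = reference agonist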
Target sequence (P37231 whole entry, looked up, the tested form may be a part): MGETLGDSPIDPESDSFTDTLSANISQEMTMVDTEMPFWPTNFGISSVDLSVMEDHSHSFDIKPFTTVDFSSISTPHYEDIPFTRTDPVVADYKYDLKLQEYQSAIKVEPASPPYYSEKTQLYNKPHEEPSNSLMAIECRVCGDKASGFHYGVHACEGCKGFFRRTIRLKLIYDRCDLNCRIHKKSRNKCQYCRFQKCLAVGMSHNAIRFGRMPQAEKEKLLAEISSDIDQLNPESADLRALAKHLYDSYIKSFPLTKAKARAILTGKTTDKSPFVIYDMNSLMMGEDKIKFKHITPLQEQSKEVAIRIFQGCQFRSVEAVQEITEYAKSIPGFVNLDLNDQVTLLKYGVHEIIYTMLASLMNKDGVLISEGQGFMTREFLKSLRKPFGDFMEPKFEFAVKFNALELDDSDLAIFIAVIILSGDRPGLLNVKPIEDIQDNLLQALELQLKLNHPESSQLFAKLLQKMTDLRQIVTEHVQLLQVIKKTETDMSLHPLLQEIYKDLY
STAT3 inh: reduces IL-6 driven STAT3 reporter signal; U3A cells, IL-6 STAT3-luciferase reporter, luminescence; host cell line lacks STAT1; inhibition, % at 5.5 µM; actives 0.89% (n = 190,000); AID 862;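 active means inhibition above the mean inhibition across all screened compounds plus 3 SD, cut at about 44% in these data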;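 further: 0% = DMSO only wells and 100% = 100 µM nifuroxazide control wells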
bIAP activator: intestinal alkaline phosphatase (bovine) activation. actives 0.17% (n = 200,000). purified bovine IAP, CDP-star luminescence, 30 min; stronger effect = higher value; fold of DMSO-control signal, blank-subtracted. activation factor at 20 µM;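 active means activation factor of 2 or more at 20 µM, a signal rise over negative controls twice the positive control's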
SRC2 TRFRET art: flags TR-FRET format artefacts in PPARgamma SRC-2 recruitment agonist screen. AID 1049. TR-FRET ratio at 8 µM. TR-FRET artefact counter-screen; stronger effect = higher value. actives 0.4% (n = 200,000); in the data active means TR-FRET ratio above about 2000; further: inactives centre near 1500
PPARg SRC-3 ag: PPARgamma-driven SRC-3 recruitment agonism; P37231; biochemical PPARgamma/SRC-3 coactivator recruitment assay; activation, % at 8 µM; actives 0.26% (n = 200,000); in the data active means activation above about 23%;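 further: 0% = DMSO and 100% = reference agonist; some compounds past the cut are filed as inactive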
ROMK mod: modulators of human ROMK potassium channel; Tet-inducible ROMK, thallium flux fluorescence; actives lie on both sides; B-score at 10 µM; actives 2% (n = 130,000); P48048;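 active means signal ratio slope over the read window, or its plate-corrected B-score, at least 3 SD from the plate mean, either direction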;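 further: B-score of the F/F0 ratio slope over 7 to 12 s after thallium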
Target sequence (P48048 whole entry, looked up): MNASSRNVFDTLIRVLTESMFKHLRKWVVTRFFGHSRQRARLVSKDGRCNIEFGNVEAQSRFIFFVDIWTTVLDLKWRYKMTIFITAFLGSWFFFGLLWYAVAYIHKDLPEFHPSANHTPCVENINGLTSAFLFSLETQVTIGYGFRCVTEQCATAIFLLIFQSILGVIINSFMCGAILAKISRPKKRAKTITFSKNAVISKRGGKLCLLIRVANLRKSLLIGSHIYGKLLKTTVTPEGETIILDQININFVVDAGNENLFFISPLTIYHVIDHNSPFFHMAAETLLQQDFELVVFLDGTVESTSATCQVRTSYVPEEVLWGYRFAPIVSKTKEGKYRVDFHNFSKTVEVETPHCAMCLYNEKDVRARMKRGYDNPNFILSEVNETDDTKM
STAT3 act: activators of IL-6 induced STAT3 signaling; U3A cells, IL-6 STAT3-luciferase reporter, luminescence; 100% = signal with IL-6 EC80 alone; activation (% of control), % at 5.6 µM; actives 0.91% (n = 190,000);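 active means activation above the screen-wide mean of compound activation plus 3 SD, cut at about 130% in these data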;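 further: 0% = background luminescence of wells with medium and substrate only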
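system = STAT3-luciferase reporter U3A cells | reagent = IL-6 stimulus at 33 ng/mL final | timing = 1 h compound pre-exposure, 6 h IL-6 stimulation, 37 °C | measured by = luminescence | evaluation = % activation versus median of IL-6-stimulated wells | control set = IL-6-only wells as 100% reference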
TNAP act hiacc: increases human TNAP activity under high phosphate acceptor concentration; P05186; AID 1136; 200,000 tested, under 10 active; activation factor at 20 µM; purified TNAP, CDP-star luminescence, 1 M DEA, 30 min; stronger effect = higher value; 0 = EDTA background, 1 = DMSO-only activity;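 active means activation factor at least 2 at 20 µM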
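system = human TNAP | amount = enzyme diluted 1/800 final | reagent = 100 µM CDP-star substrate | signal = luminescent substrate turnover signal | dosing = one dose, 20 µM | benchmarks = EDTA negative control, DMSO positive control | measure = activation factor | timing = 30 min reaction, room temperature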
STAT1 blocker: inhibitors of IFN-gamma induced STAT1 signaling | NIH 3T3 STAT1-luciferase reporter, luminescence | inhibition, % at 5.5 µM | actives 0.35% (n = 200,000) | AID 920;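 active means inhibition above a set limit, the mean inhibition across all tested compounds plus 3 SD, cut at about 34% in these data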;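 further: 0% = IFN-gamma with DMSO and 100% = IFN-gamma with 300 µM nifuroxazide; values of inactives mirror those of a sister screen read the other way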
PPARg SRC-1 ag: promotes SRC-1 coactivator recruitment by human PPARgamma. P37231. PPARgamma-SRC-1 coactivator recruitment biochemical assay. activation, % at 8 µM. actives 0.41% (n = 200,000). AID 631; in the data active means activation above about 19%;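 further: 0% = DMSO and 100% = reference agonist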
* marks the source's active call; other numbers are inactive results; . = not tested or not shown.

Compound	bIAP inh	PPARg SRC2 recr	STAT3 inh	bIAP activator	SRC2 TRFRET art	PPARg SRC-3 ag	ROMK mod	STAT3 act	TNAP act hiacc	STAT1 blocker	PPARg SRC-1 ag
O=C(C[n+]1ccccc1)Nc1cc(C(F)(F)F)ccc1Cl	-11	-1	-9	1.1	1604	3	-0.014	111	1.1	8	-4
CCn1cc(C(=O)NCc2ccc(C)o2)c2cc(OC)c(OC)cc2c1=O	-1	15	5	1	1720	5	.	99	1	-1	3
CCC1SC2=NCN(c3ccccc3)CN2C1=O (centres undefined)	1	2	-1	1	1480	2	-0.23	103	1.1	11	-1
CC(C)c1ccc(NC(=O)NCc2ccc(F)cc2)cc1	-14	0	4	1.1	1400	0	.	97	1	6	1
CC1=C(C(=O)Nc2ccccc2)C(c2cccc([N+](=O)[O-])c2)Nc2nc3ccccc3n21 (centres undefined)	15	-2	-9	0.8	1719	9	-0.077	108	1.1	1	6
O=C(CC1SC(=NCCc2ccccc2)N(/N=C/c2cccs2)C1=O)Nc1ccc(Cl)cc1 (centres undefined)	-3	-1	-8	1	1485	2	.	103	1	-6	-10
O=C(O)Cc1ccc2ocnc2c1	-4	3	13	1	1666	1	.	92	1	0	0
COC(=O)C1=C(C)N(Cc2ccco2)C(=O)/C1=C\c1ccc(N(C)C)cc1	-3	-14	-2	1	1477	-2	0.15	99	0.7	6	-5
O=C(O)CC/C(=C\c1cccc(NC(=O)c2ccccc2Cl)c1)c1nc2ccccc2s1	-12	3	-2	1.1	1824	6	0.37	102	1	-3	2
O=C(c1ccc(Cl)cc1)c1cc([N+](=O)[O-])ccc1N1CCOCC1	5	-3	-24	0.9	1407	-2	1.7	123	1	-1	5
NNC(=O)c1cccc(COc2ccc3c(c2)CCC3)c1	2	-13	95*	1	1683	-7	0.5	19	1	60*	-3
Cn1c(C(=O)NCC2CCCO2)cc2c(=O)n3ccccc3nc21 (centres undefined)	-8	8	10	1.1	1407	15	0.26	94	1	-19	1
CCOC(=O)N/N=C/c1cc(C)n(-c2cccc3ccccc23)c1C	17	5	1	0.8	1642	3	.	101	1	9	5
C/C(=N\NC(=O)CNC(=O)c1ccncc1)c1ccc(C)cc1	0	12	9	1	1572	10	-0.62	96	1	5	9
O=C(CSCc1cccc(CSCC(=O)Nc2ccccc2)n1)Nc1ccccc1	19	2	-6	0.8	1576	11	-0.88	105	1	-5	2
CC(C)Oc1ccc(C(=O)NC2(C(F)(F)F)NC(=O)N(CCCc3ccccc3)C2=O)cc1 (centres undefined)	-19	5	-4	1.2	1496	3	-0.56	104	1	-18	5
COc1cccc(C(=O)Nc2ccc(N3CCCC3)cc2)c1	3	2	15	1	1569	-8	.	90	1	-29	8
COc1cc(NC(=O)c2ccc(-c3ccc(Br)cc3)o2)ccc1NC(=O)C(C)C	.	3	27	0.4	1611	10	-0.63	77	1.1	-3	6
O=S(=O)(N/N=C/c1ccc(Cl)cc1)c1ccc(Cc2ncc(C(F)(F)F)cc2Cl)s1	3	10	0	1	1543	5	0.22	104	1	-2	-5
CCCC(=O)NC(Nc1ccccc1F)C(Cl)(Cl)Cl (centres undefined)	-9	6	9	1.1	1459	7	.	96	1.1	12	1
COC(=O)c1cc(OC)c(OC)cc1NC(=O)Nc1cccc(C(C)=O)c1	-3	-1	-6	1	1296	-3	0.76	108	1.1	-8	-10
CC(=O)OC1C(N2CCCCC2)c2c(ccc(/C=C/C(=O)N3CCCCC3)c2O)OC1(C)C (centres undefined)	-4	-11	-3	1	1508	-4	0.54	104	1.1	-7	-3
c1ccc(CN2CCOCC2)cc1	12	5	6	0.9	1698	6	0.56	99	1.1	-1	-4
O=C(CN1CCCCC1)N1c2ccccc2CCc2ccccc21	-3	7	3	1	1618	7	-0.33	98	1	1	8
Cc1ccc(S(=O)(=O)Nc2ccc(N3CCOCC3)nc2)cc1	-22	-2	10	1.2	1543	5	-0.77	99	1	-7	1

Entries of single compounds from above:
O=C(CN1CCCCC1)N1c2ccccc2CCc2ccccc21 across the screens: bIAP inh: -3; PPARg SRC2 recr: 7; STAT3 inh: 3; bIAP activator: 1; SRC2 TRFRET art: 1618; PPARg SRC-3 ag: 7; ROMK mod: -0.33; STAT3 act: 98; TNAP act hiacc: 1; STAT1 blocker: 1; PPARg SRC-1 ag: 8
O=C(C[n+]1ccccc1)Nc1cc(C(F)(F)F)ccc1Cl across the screens: bIAP inh: -11; PPARg SRC2 recr: -1; STAT3 inh: -9; bIAP activator: 1.1; SRC2 TRFRET art: 1604; PPARg SRC-3 ag: 3; ROMK mod: -0.014; STAT3 act: 111; TNAP act hiacc: 1.1; STAT1 blocker: 8; PPARg SRC-1 ag: -4

Further entries:
Compound	bIAP inh	PPARg SRC2 recr	STAT3 inh	bIAP activator	SRC2 TRFRET art	PPARg SRC-3 ag	ROMK mod	STAT3 act	TNAP act hiacc	STAT1 blocker	PPARg SRC-1 ag
Cc1ccc(CSCC(=O)NCc2ccco2)cc1	10	-1	12	0.9	1652	1	0.54	95	1	-2	0
CC(=O)N/C(=C/c1ccc2c(c1)OCO2)C(=O)Nc1ccccc1	-4	2	-10	1	1638	-1	.	107	1	-7	9
CCCCNC(=O)C(Sc1ccccc1)c1ccccc1 (centres undefined)	-8	1	6	1.1	1704	-4	-1.1	98	0.9	-11	-2
CCOc1cc(/C=N/NC(=O)c2cc(C)[nH]n2)ccc1OC(=O)c1ccc([N+](=O)[O-])cc1	3	-3	4	1	1566	6	-0.29	103	1	1	1
CSCC[C@H](NC(=O)Nc1ccc(C)cc1)C(=O)O	-3	5	8	1	1502	7	.	97	1	-3	12
CCCC(c1nnnn1CCOC)N1CCN(c2cccc(OC)c2)CC1 (centres undefined)	-4	3	1	1	1646	0	.	105	1.1	4	3
CC(C)(C)C(=O)Nc1cccc(C(=O)Nc2cc(C(=O)O)cc(C(=O)O)c2)c1	8	-2	-7	0.9	1564	-2	0.2	108	1.1	10	-6
COc1ccc(N2CCN(C(=O)CSc3nnc(NC(=O)C4CC4)s3)CC2)cc1	-5	8	-1	1.1	1553	1	.	104	1.1	9	1
Cc1ccc(OCC(=O)Nc2nnc(C3CCCO3)s2)c(Br)c1 (centres undefined)	-8	-2	-9	1.1	1410	-1	-0.41	110	1	-6	1
N#CC1=C2SCN(c3ccccc3)CN2C(=O)CC1c1c(Cl)cccc1Cl (centres undefined)	22	2	4	0.8	1514	6	.	100	1.1	2	-4
COc1ccc(/C=C/C(=O)NC(=S)NN2CCCCC2c2cccnc2)cc1OC (centres undefined)	16	-6	33	0.8	1290	-2	.	73	1	13	5
Cc1nc(-n2nnc3cc(C)c(C)cc32)c2c3c(sc2n1)CCCC3	4	6	-20	1	1622	19	.	127	1	2	12
Cc1ccccc1OCCNc1cc(N2CCN(CCO)CC2)ccc1[N+](=O)[O-]	16	-4	10	0.8	1542	-4	-0.54	94	0.9	12	1
CC(C)c1nnc(SCc2ccc(CSc3nnc(C(C)C)n3N)cc2)n1N	3	2	4	1	1584	2	.	100	1	4	-3
CC1CCCCC1NC(=O)C1Cc2ccccc2CN1S(C)(=O)=O (centres undefined)	4	-3	-5	1	1470	-3	0.44	108	1	7	6
O=C(c1ccncc1)N(Cc1cc2ccccc2[nH]c1=O)C1CCCCC1	-2	-4	8	1	1430	-1	0.012	98	1	6	-2
CC(OC(=O)c1snc(C(=O)NC2CCCCC2)c1N)C(=O)NC1CCCCC1 (centres undefined)	-9	3	17	1.1	1495	10	-0.63	88	1	8	1
CC(C)Nc1nnc(SCC(=O)Nc2ccc(F)cc2)s1	8	6	19	0.9	1547	3	.	89	1	2	11
NC(=O)c1sc2nc3c(c(-c4ccccc4)c2c1N)CCC3	28	4	17	0.7	1478	9	-0.38	88	1	13	2
Cc1cc(CNC(=S)Nc2cccc(Cl)c2Cl)nn1C	-1	-1	10	1	1573	0	-0.19	96	1.1	7	1
COC(=O)c1cn(NC(=O)Cc2c(F)cccc2Cl)c(=O)c2ccccc12	3	0	3	1	1639	0	-1.8	101	1.1	-5	-1
O=C(NCc1ccccc1Cl)c1cnccn1	12	4	-4	0.9	1527	8	.	106	1	-5	4
COc1ccc(Oc2c(C=O)c3ccccc3n2C)cc1	5	11	-3	0.9	1705	12	.	107	1	8	2
CCOC(=O)c1ccc(NC(=S)N2CCC(C(N)=O)CC2)cc1	-10	-2	-6	1.1	1455	7	.	101	1	1	-6
Cn1c(=O)c2ncn(CC(=O)NCCC3=CCCCC3)c2n(C)c1=O	42	6	3	0.6	1494	3	0.28	99	1	-5	3
CC1(C)CC(=O)C2=C(C1)N(c1ccccc1)C(=O)CC2c1ccsc1 (centres undefined)	10	8	5	0.9	1751	4	.	104	1.1	4	0
CCOc1ccc(C(=O)C2CCN(CC(=O)Nc3ccccc3N3CCOCC3)CC2)cc1	-5	1	9	1.1	1659	10	.	95	1	12	7
N#C/C(=C(/O)COC(=O)c1ccc(Cl)c(S(=O)(=O)N2CCOCC2)c1)c1nc2ccccc2[nH]1	-2	8	4	1	1445	1	.	98	1	5	-1
O=C(Nc1cccc(-c2nnc(-c3ccccc3)o2)c1)c1ccc(Br)o1	-6	4	16	1.1	1572	1	-1.2	90	1	-4	2
CCOc1cc(CNCc2cccs2)cc(Br)c1OCC	8	4	40	0.9	1431	-6	-0.43	72	1	11	-3
Nn1cnc2sc3c(c2c1=O)CCC3	8	6	9	0.9	1358	5	0.38	97	1	4	-1
O=[N+]([O-])c1ccc(NCc2ccccc2)nc1	20	6	27	0.8	1418	2	-0.68	82	1	-5	2
Cc1ccc(C(=O)NC(=S)Nc2ccc3[nH]c(=O)[nH]c3c2)cc1	.	10	10	0.4	1511	1	0.17	94	1	-3	5
COc1ccc(/C=N/NC(=O)CN2CCS(=O)(=O)CC2)cc1	7	-3	11	0.9	1494	-7	.	100	1.1	-5	-4
N/C(=N\OC(=O)C1CCCCC1)c1ccccn1	0	3	-1	1	1433	3	.	101	1	-26	2
Cc1ccsc1/C=N/NC(=O)c1ccc2nc[nH]c2c1	-15	3	8	1.2	1383	-1	.	94	1	-24	-8
CCn1c(C(=O)N2CCC(C(=O)NCc3ccc4c(c3)OCO4)CC2)cc2sccc21	3	6	10	1	1654	4	.	92	1	-1	5
COc1cc(/C=N/n2cnnc2)ccc1OS(=O)(=O)c1ccccc1[N+](=O)[O-]	5	13	4	0.9	1685	2	.	99	1	19	6
CC(C)CN(CCNC(=O)CN1C(=O)CSc2ccc(S(=O)(=O)N3CCOCC3)cc21)CC(C)C	-6	-3	3	1.1	1651	-2	-0.25	100	1	-9	4
